hcDAF-12 act = H. contortus DAF-12 activation, primary screen. activation, % at 6.8 µM. HEK293 hcDAF-12 lit1-tk-luc reporter, luminescence; 0% DMSO, 100% Δ7-dafachronic acid. actives 1.4% (n = 370,000);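 active = activation above the mean of all tested compounds plus 3 SD, cut at about 5.5% in these data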;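 note: 100% = response to 3 µM Δ7-dafachronic acid high control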
HGIII-sPLA2 inh = Blocks human group III sPLA2 activity. QFRET BODIPY PC-A2 liposome hydrolysis, fluorescence. actives 0.56% (n = 370,000). inhibition, % at 12.2 µM. AID 743126. Q9NZ20;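 active = inhibition above mean plus 3 SD of compounds lying within the high and low control bounds, cut at about 19% in these data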;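 note: 0% = median of test compound wells and 100% = no enzyme DMSO wells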
Target sequence (Q9NZ20 whole entry, looked up): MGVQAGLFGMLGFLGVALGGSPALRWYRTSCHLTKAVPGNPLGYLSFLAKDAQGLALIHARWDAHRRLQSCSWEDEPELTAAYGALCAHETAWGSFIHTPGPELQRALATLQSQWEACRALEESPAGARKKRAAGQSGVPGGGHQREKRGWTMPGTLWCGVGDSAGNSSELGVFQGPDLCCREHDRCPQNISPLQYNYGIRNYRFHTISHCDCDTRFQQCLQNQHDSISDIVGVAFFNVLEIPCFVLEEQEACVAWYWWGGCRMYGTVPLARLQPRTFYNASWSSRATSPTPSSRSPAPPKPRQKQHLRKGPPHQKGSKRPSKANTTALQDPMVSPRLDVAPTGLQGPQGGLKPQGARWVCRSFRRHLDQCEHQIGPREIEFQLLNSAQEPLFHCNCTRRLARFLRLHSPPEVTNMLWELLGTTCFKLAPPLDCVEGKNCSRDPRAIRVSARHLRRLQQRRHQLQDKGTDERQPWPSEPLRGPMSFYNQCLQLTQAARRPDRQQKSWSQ
NPR1 activator = GC-A (human) enzyme activation; P16066; AID 1671463; HEK293 GC-A cells, cGMP TR-FRET, EC30 ANP; 0% at EC30 ANP, 100% saturating ANP; actives 0.14% (n = 370,000); activation, % at 10 µM; in the data active = activation above about 40%
hgDAF12 agonist = agonists of H. glycines DAF-12 nuclear receptor | HEK293 GAL4-hgDAF12 UAS-luciferase reporter, agonist luminescence; normalized to butyrate control | activation, % at 6.8 µM | actives 1.8% (n = 370,000);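 active = activation above a cutoff set at the mean of all screened compounds plus 3 SD, cut at about 10% in these data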;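 note: 0% = DMSO wells and 100% = sodium butyrate wells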
ssDAF12 agonist = activators of S. stercoralis DAF-12 nuclear receptor. HEK293 ssDAF-12/GRIP1 lit1-tk-luc reporter, luminescence; % of 3 µM dafachronic acid response. activation, % at 6.8 µM. actives 1% (n = 370,000). AID 652126;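 active = activation above the mean over all tested compounds plus 3 SD, cut at about 0.9% in these data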;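 note: 0% = DMSO-only wells and 100% = 3 µM delta7-dafachronic acid wells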
FXN GAA850 act = activators of GAA850 frataxin (FXN) promoter; HEK293 lucGAA850 FXN promoter luciferase reporter, 24 h; percent of 10 µM SAHA response; activation, % at 6 µM; actives 0.56% (n = 360,000); AID 540364;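 active = activation above the average of all compounds screened plus 3 SD, cutoff fixed separately per campaign, cut at about 7.5% in these data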;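 note: 0% = DMSO wells and 100% = 10 µM SAHA wells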
DAX1 inh-1 = NR0B1 (DAX1) inhibition; P51843; HEK293 Gal4-DAX1 luciferase reporter, luminescence; inhibition, % at 6.75 µM; actives 0.99% (n = 340,000); AID 504766;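 active = inhibition above the mean over all tested compounds plus 3 SD, cut at about 4.2% in these data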;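 note: 0% = DAX1-transfected cells with DMSO and 100% = empty-vector control cells with DMSO; inhibition shows as a rise in luminescence from relieved DAX1 repression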
Target sequence (P51843 207-470 limits assumed): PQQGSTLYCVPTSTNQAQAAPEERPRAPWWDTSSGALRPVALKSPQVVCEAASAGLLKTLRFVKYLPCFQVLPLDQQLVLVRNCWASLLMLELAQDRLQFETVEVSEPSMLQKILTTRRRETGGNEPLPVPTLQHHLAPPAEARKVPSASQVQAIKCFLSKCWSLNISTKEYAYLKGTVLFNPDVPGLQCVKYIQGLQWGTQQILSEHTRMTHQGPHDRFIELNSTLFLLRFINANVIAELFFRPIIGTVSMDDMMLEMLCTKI
ADAM10 inh = ADAM10 inhibition, QFRET primary screen; O14672; recombinant ADAM10, EDANS/DABCYL FRET peptide cleavage, 3 h; inhibition, % at 7 µM; actives 0.62% (n = 370,000);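 active = inhibition above a per-campaign cutoff equal to the mean of compounds falling between control-based bounds plus 3 SD, cut at about 20% in these data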;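 note: 0% = DMSO wells while the 100% control is not disclosed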
DAX1 inh-2 = blocks DAX1 repression of SF-1 activated StAR promoter; actives 1.1% (n = 370,000); AID 652010; inhibition, % at 6.8 µM; HEK293T StAR-luciferase reporter, SF-1/DAX-1 repression relief;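 active = inhibition above the mean over all tested compounds plus 3 SD, cut at about 3.6% in these data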;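 note: 0% = DAX-1 cells with DMSO and 100% = cells lacking DAX-1 with DMSO; higher inhibition means more luminescence from relief of DAX-1 repression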
SMARCA2 activ = SMARCA2 function activation, primary screen; MG213 cells, MMTV-luciferase reporter, dexamethasone, overnight; actives 1% (n = 370,000); AID 652017; activation, % at 9.1 µM; in the data active = activation above about 7.8%;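 note: 0% = vehicle wells and 100% = reference activator wells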
GC-B act = GC-B (human) receptor activation; HEK293-GC-B cells, CNP EC30, cGMP TR-FRET; 0% at EC30 CNP, 100% saturating CNP; activation, % at 10 µM; actives 0.11% (n = 370,000); AID 1920062;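 active = activation at 10 µM reaching about 35% in either raw or pattern-adjusted values, limit read from the data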
An asterisk follows results filed as active; i = inactive; nt = no result given.

[1] NC(=O)C(c1ccc(F)cc1)c1ccc(C(=O)c2ccccc2)cc1 (configuration not stated)
[2] CC(C)(C)c1nc(N)nc(=O)[nH]1
[3] CC(Oc1ccc2c(-c3ccccc3)cc(=O)oc2c1)C(=O)NC(Cc1c[nH]c2ccc(O)cc12)C(=O)O (configuration not stated)
[4] Cc1cc(C(=O)CN2C(=O)c3ccccc3C2=O)c(C)n1C1CC1
[5] Cc1cccc(NC(=O)c2cccc(S(=O)(=O)N3CCc4ccccc4C3)c2)n1
[6] CC(=O)Nc1ccc(SCC(=O)OCC(=O)NC(=O)NCCC(C)C)cc1
Assay by compound	1	2	3	4	5	6
hcDAF-12 act	-2.8	0.1	-1.1	-0.3	-1.2	-2.0
HGIII-sPLA2 inh	-2	3	-41	2	5	-6
NPR1 activator	6	-2	2	4	1	-3
hgDAF12 agonist	-2.2	-1.6	-0.7	2.1	-0.1	0.4
ssDAF12 agonist	-1.4	-0.3	-1.0	-1.2	-0.7	-1.6
FXN GAA850 act	1.6	-0.8	-1.4	2.3	2.1	1.2
DAX1 inh-1	-1.1	0.1	1.9	4.1	-1.0	0.3
ADAM10 inh	14	-10	-11	4	0	-5
DAX1 inh-2	-0.3	-0.5	0.2	-0.1	-1.9	0.5
SMARCA2 activ	-3	-2	0	4	-3	0
GC-B act	-4	4	-7	2	-2	-3

Results in FXN GAA850 act and DAX1 inh-1, for four of the compounds above:
nr	Compound	FXN GAA850 act	DAX1 inh-1
3	CC(Oc1ccc2c(-c3ccccc3)cc(=O)oc2c1)C(=O)NC(Cc1c[nH]c2ccc(O)cc12)C(=O)O (configuration not stated)	-1.4	1.9
4	Cc1cc(C(=O)CN2C(=O)c3ccccc3C2=O)c(C)n1C1CC1	2.3	4.1
1	NC(=O)C(c1ccc(F)cc1)c1ccc(C(=O)c2ccccc2)cc1 (configuration not stated)	1.6	-1.1
6	CC(=O)Nc1ccc(SCC(=O)OCC(=O)NC(=O)NCCC(C)C)cc1	1.2	0.3

(next part)
[7] Cc1nc2c(-c3ccc(F)cc3)c(C)nn2c(C)c1CCC(=O)N1CCOCC1
[8] CSc1ccccc1NC(=O)CSCc1ccc(Br)cc1
[9] CCOC(=O)c1ncn2c1C(=O)OC2(C)C
[10] CC(C)CNC(=O)CCc1nc(-c2ccccc2)no1
[11] CCc1cc2cccc(C)c2nc1SCC(=O)NC1CCCC1
[12] CCOc1ccc(/C=N/NC(=O)NC23CC4CC(CC(C4)C2)C3)cc1O
Assay by compound	7	8	9	10	11	12
hcDAF-12 act	-0.3	-1.8	-0.8	-1.5	-2.2	-1.9
HGIII-sPLA2 inh	7	-4	-3	2	-2	-17
NPR1 activator	2	-4	1	3	-1	-1
hgDAF12 agonist	-0.7	5.1	1.0	-4.3	1.9	-0.6
ssDAF12 agonist	-2.1	-1.9	-0.8	-1.5	-1.1	-1.4
FXN GAA850 act	1.1	0.8	-0.6	-2.4	-2.0	4.1
DAX1 inh-1	-1.3	1.4	1.0	0.5	-0.1	-0.9
ADAM10 inh	-18	10	13	-2	2	9
DAX1 inh-2	0.7	-0.2	0.2	-0.2	0.3	-1.7
SMARCA2 activ	2	3	-1	-6	0	-1
GC-B act	-9	-3	4	3	1	0

[13] COCCCn1c(CCC(=O)O)ccc1-c1ccc(F)cc1
[14] Cc1cc(C(=O)CCC(=O)N(C)CC(=O)Nc2ccc(OC(F)(F)F)cc2)c(C)s1
[15] Cc1c(NC(=S)N/N=C/c2ccc(Br)cc2)c(=O)n(-c2ccccc2)n1C
[16] COc1cc(OC)cc(C(=O)NC2=NCCS2)c1
[17] COc1cc(OC)c2c(c1C(CCN1CCOCC1)c1ccc(N(C)C)cc1)OC(=O)CC2c1ccc(N(C)C)cc1 (configuration not stated)
[18] Cc1ccc(OC(=S)Nc2ccc(F)cc2)cc1
Assay by compound	13	14	15	16	17	18
hcDAF-12 act	-2.9	-0.6	-0.5	-0.5	-1.4	-0.6
HGIII-sPLA2 inh	-8	-4	20*	-3	5	7
NPR1 activator	1	-2	3	3	0	3
hgDAF12 agonist	0.5	-1.6	-2.2	3.3	-0.9	0.4
ssDAF12 agonist	-0.6	-0.6	-1.1	-1.2	-1.6	-1.1
FXN GAA850 act	1.9	0.6	-0.5	0.5	1.1	2.8
DAX1 inh-1	-0.4	0.1	0.3	-0.5	-1.0	0.5
ADAM10 inh	i	-3	3	-3	6	-5
DAX1 inh-2	0.9	-0.2	-0.1	-0.3	0.1	0.4
SMARCA2 activ	-1	-1	-5	-2	-1	4
GC-B act	10	-1	4	-2	-1	5

[19] O=C(O)c1cccc(NS(=O)(=O)c2ccc(-c3ccc(S(=O)(=O)Nc4cccc(C(=O)O)c4)cc3)cc2)c1
[20] CC(C1=C(CCN(C)C)Cc2ccccc21)c1ccccn1 (configuration not stated)
[21] CCCC(C(=O)NC1=NCCS1)c1ccccc1 (configuration not stated)
[22] C=CCn1cc(C(=O)N2CCN(CC)CC2)c(=O)c2cc(S(=O)(=O)N(CC)CC)ccc21
[23] CC1(C)CC(C(CC(=O)N2CCCC2)Cc2ccccc2)CCO1 (configuration not stated)
[24] COc1ccc(C2CC(c3cccs3)=NN2C(=O)c2ccccc2)cc1OC (configuration not stated)
Assay by compound	19	20	21	22	23	24
hcDAF-12 act	0.4	-0.5	-1.9	-0.9	-0.3	-1.9
HGIII-sPLA2 inh	-33	-14	-2	-2	-2	1
NPR1 activator	3	-9	2	-1	-2	2
hgDAF12 agonist	-3.0	-0.5	0.6	-0.1	-0.3	-4.7
ssDAF12 agonist	-1.6	-0.7	-0.4	-1.2	-0.7	-1.2
FXN GAA850 act	-0.5	-0.7	0.0	0.1	1.6	-1.2
DAX1 inh-1	-1.4	0.8	-0.7	-1.0	1.2	0.0
ADAM10 inh	0	-29	5	2	1	-4
DAX1 inh-2	1.3	-0.8	-0.2	-0.1	1.0	-0.5
SMARCA2 activ	-2	3	-1	-3	-3	-1
GC-B act	1	-5	2	2	1	-1

[25] Cc1ccc(CN2CCN(Cc3cc(=O)c4ccccc4[nH]3)CC2CCO)o1 (configuration not stated)
[26] CC(=O)Nc1ccc(NC(=O)C(C)OC(=O)c2ccc(S(=O)(=O)N3CCCCC3)cc2)cc1 (configuration not stated)
[27] CCOC(=O)Cc1csc(SCC(=O)Nc2cc(Cl)ccc2Oc2ccccc2)n1
[28] COc1ccc(C2=Nc3ccccc3NC(=O)C2N(Cc2ccccc2)C(=O)C2=NNC(=O)CC2)cc1 (configuration not stated)
[29] CC(=O)N1CCN(c2ccccc2NC(=O)c2cc(Br)ccc2Cl)CC1
[30] Cc1nc2[nH]c(=S)n(C)c(=O)c2nc1C
Assay by compound	25	26	27	28	29	30
hcDAF-12 act	-1.1	-0.2	1.4	0.9	-0.9	1.3
HGIII-sPLA2 inh	-4	-7	-21	0	1	-1
NPR1 activator	-1	2	-6	-18	1	1
hgDAF12 agonist	2.2	-3.7	0.2	1.9	0.9	-0.4
ssDAF12 agonist	-0.9	-0.9	-1.7	-0.6	-0.8	-1.3
FXN GAA850 act	2.0	2.0	0.9	nt	-1.1	-0.5
DAX1 inh-1	1.1	0.2	-0.3	nt	-0.2	0.7
ADAM10 inh	-10	3	11	-13	9	-10
DAX1 inh-2	-0.2	-1.1	-1.0	0.6	-1.1	0.5
SMARCA2 activ	0	0	-4	0	2	2
GC-B act	0	2	-6	-21	4	-2

Of the compounds above, 2 contain a Cl atom.
[27] CCOC(=O)Cc1csc(SCC(=O)Nc2cc(Cl)ccc2Oc2ccccc2)n1
[29] CC(=O)N1CCN(c2ccccc2NC(=O)c2cc(Br)ccc2Cl)CC1
Assay by compound	27	29
hcDAF-12 act	1.4	-0.9
HGIII-sPLA2 inh	-21	1
NPR1 activator	-6	1
hgDAF12 agonist	0.2	0.9
ssDAF12 agonist	-1.7	-0.8
FXN GAA850 act	0.9	-1.1
DAX1 inh-1	-0.3	-0.2
ADAM10 inh	11	9
DAX1 inh-2	-1.0	-1.1
SMARCA2 activ	-4	2
GC-B act	-6	4

(further entries)
[31] COc1ccc(S(=O)Cc2ccc(C(=O)NCc3cccc(OC)c3)o2)cc1 (configuration not stated)
[32] COc1ccc2c(c1)OC1(C)CC2C(C(=O)c2ccccc2OC)C(=O)N1 (configuration not stated)
[33] COc1ccc(NC(=O)CSc2nc3ncccc3[nH]2)cc1OC
[34] CCN(CC)C(=O)[C@H]1CC(CC(=O)NC(C)(C)C)C(=O)N2CCc3c([nH]c4ccccc34)[C@]12C (some centres not stated)
[35] CSc1oc(-c2ccco2)nc1S(=O)(=O)c1ccc(F)cc1
[36] COc1ccc(CCNC(=O)c2ccc3c(c2)NC(=O)CS3)cc1OC
Assay by compound	31	32	33	34	35	36
hcDAF-12 act	-3.0	1.3	1.6	-0.8	-0.6	-0.8
HGIII-sPLA2 inh	3	1	11	8	-3	-1
NPR1 activator	0	-2	-5	4	2	1
hgDAF12 agonist	-1.5	2.0	3.8	-2.5	0.4	-2.1
ssDAF12 agonist	-1.4	-1.0	0.8	-1.6	-1.3	-0.7
FXN GAA850 act	-0.4	-0.2	-0.5	-3.9	1.1	-1.5
DAX1 inh-1	0.2	0.2	0.4	1.4	0.6	-0.4
ADAM10 inh	13	-3	-6	-9	-17	8
DAX1 inh-2	0.5	0.6	-0.4	-0.9	-0.7	0.2
SMARCA2 activ	0	-2	-4	-5	0	2
GC-B act	-4	5	4	3	1	-2

[37] O=C(COC(=O)CCC1CCCC1)Nc1cc(S(=O)(=O)N2CCOCC2)ccc1Cl
[38] COc1ccc(N2CCN(C(=O)CCS(=O)(=O)c3ccc4c(c3)NC(=O)C(C)S4)CC2)cc1 (configuration not stated)
[39] COc1cccc(/C=N/NC(=O)CNC(=O)COc2cccc(C)c2)c1O
[40] Cn1c(SCC(=O)Nc2ccc(NC(=O)c3ccccc3)cc2)nnc1-c1ccncc1
[41] COC(=O)c1nc(NC(=O)c2ccccc2Cl)n[nH]1
[42] CC(C)c1ccc(/C=C2\NC(=S)N(Cc3cccnc3)C2=O)cc1
[43] Nc1nonc1-n1nnc(C(=O)N/N=C/c2cc(Br)ccc2O)c1CSC1=NCCS1
[44] CN1CN(C)C(c2ccncc2)=C1c1ccncc1
[45] CCOC(=O)Cc1nnc(Nc2ccc(C)cc2)c2ccccc12
Assay by compound	37	38	39	40	41	42	43	44	45
hcDAF-12 act	1.3	-1.4	-2.4	-0.8	-0.3	-2.9	-1.3	0.2	-1.6
HGIII-sPLA2 inh	-19	4	-23	0	2	10	5	9	-23
NPR1 activator	0	-1	-3	2	10	3	2	-1	-4
hgDAF12 agonist	0.4	-2.9	-6.9	2.1	-1.3	-3.3	3.5	-1.4	1.4
ssDAF12 agonist	-1.0	-1.5	-2.0	-0.3	-1.0	-0.8	-0.8	-1.1	-0.8
FXN GAA850 act	0.1	-1.5	-1.7	0.3	-1.7	2.0	-6.5	0.6	-1.9
DAX1 inh-1	0.0	-1.1	2.0	-1.0	-0.2	nt	-2.2	0.0	0.2
ADAM10 inh	6	-2	-26	5	5	6	3	5	7
DAX1 inh-2	-0.6	-0.4	-1.6	0.4	0.4	-0.5	0.2	-0.1	0.2
SMARCA2 activ	-1	-2	-5	2	-1	0	-1	-2	1
GC-B act	0	-3	2	2	6	1	7	2	-1

Not a hit list; 6.6% or so of the library scored in one or more.
